Screening data (PubChem)
STK33 kinase inh: inhibitors of purified STK33 kinase, primary screen, biochemical, ADP-Glo luminescence, homogeneous, cell-free; Serine/threonine-protein kinase 33 (Homo sapiens), Q9BYT3; MBP phosphorylation; inhibition, % at 10 µM; 0.073% of 320,000 active;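 active means inhibition at or above 25%, using the most active replicate where run in duplicate; inactive means inhibition below 25%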
Target sequence (Q9BYT3 whole entry, looked up): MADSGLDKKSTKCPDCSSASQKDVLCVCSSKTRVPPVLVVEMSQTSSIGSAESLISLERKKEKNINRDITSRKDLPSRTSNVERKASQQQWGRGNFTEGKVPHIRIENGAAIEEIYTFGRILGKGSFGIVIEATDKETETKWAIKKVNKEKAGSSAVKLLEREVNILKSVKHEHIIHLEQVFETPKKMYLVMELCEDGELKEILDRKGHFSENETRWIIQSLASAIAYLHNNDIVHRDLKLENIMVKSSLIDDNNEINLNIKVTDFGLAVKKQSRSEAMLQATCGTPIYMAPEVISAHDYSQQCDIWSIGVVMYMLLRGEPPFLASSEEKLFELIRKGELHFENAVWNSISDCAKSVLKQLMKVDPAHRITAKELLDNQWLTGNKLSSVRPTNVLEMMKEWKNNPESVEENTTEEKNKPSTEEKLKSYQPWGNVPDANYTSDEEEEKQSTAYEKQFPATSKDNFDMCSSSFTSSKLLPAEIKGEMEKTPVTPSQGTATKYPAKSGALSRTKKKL
OX1R FRET antag: antagonists of human orexin 1 receptor (OX1R). Orexin/Hypocretin receptor type 1 (Homo sapiens), O43613. OX1R-expressing cells, FRET antagonist read-out. inhibition, % at 6.6 µM. 1.8% of 330,000 active. AID 485270, 2010; in the data active means inhibition mostly above about 38%, no sharp cut-off; inactive means mostly below about 40%;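 further: 0% = agonist challenge alone and 100% = reference antagonist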
Target sequence (O43613 whole entry, looked up): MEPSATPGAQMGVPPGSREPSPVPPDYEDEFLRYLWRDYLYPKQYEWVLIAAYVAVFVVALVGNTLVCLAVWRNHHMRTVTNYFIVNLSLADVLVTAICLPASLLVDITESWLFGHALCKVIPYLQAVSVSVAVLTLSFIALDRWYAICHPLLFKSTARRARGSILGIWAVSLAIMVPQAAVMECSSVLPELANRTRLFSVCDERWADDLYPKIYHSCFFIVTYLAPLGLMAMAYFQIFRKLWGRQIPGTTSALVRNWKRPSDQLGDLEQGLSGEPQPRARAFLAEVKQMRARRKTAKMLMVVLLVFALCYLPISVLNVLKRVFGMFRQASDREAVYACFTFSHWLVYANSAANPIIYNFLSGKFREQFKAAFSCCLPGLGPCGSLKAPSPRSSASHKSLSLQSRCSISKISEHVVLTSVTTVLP
Active calls of the source: *; . = not tested or not shown. Rows were taken by chance, and some 1.8% of all compounds hit somewhere here.

no. | mol | STK33 kinase inh | OX1R FRET antag
1 | CC1=NN(C(N)=S)C(=O)C1N=Nc1ccc(Cl)cc1Cl (stereo unspecified) | 0.5 | .
2 | CC(=O)c1nn(-c2ccc(Cl)cc2)cc1C(=O)c1ccc(C)cc1 | -1.3 | 11.1
3 | CCC(CC)C1=NN2C(=N)/C(=C\c3cc(C)n(-c4cccc(C)c4)c3C)C(=O)N=C2S1 | -1.6 | 6.1
4 | c1ccc2c(c1)nc(CN1CCOCC1)n1c3ccccc3nc21 | 1.0 | 16.5
5 | O=Cc1ccccc1OCCCOc1cccc2cccnc12 | 0.6 | 26.1
6 | Cc1ccc(C)c(N2CCN(C(=O)CCc3nc(-c4ccccc4Br)no3)CC2)c1 | . | 14.9
7 | COC(=O)c1c(NC(=O)COC(=O)c2ccc(NC(=O)CC#N)cc2)sc2c1CCCCC2 | -0.5 | 6.5
8 | CN(C)CCNC(=O)/C(=C/c1ccc(-c2cccc(Cl)c2)o1)NC(=O)c1ccccc1 | 1.1 | 7.4
9 | Cc1ccnc(NS(=O)(=O)c2ccc(NC(=O)c3cc(-c4ccc(Br)cc4)nc4ccccc34)cc2)n1 | -0.9 | 16.8
10 | COc1ccc(NC(=O)COc2ccccc2Cc2ccccc2)cc1S(N)(=O)=O | 1.0 | 25.6
11 | CCCCOC(=O)c1ccc(NC(=O)c2c(N)n(C)c(=O)[nH]c2=O)cc1 | -1.1 | 1.5
12 | COc1ccc2c(c1)c1nnc(SCC(=O)NC3CC3)nc1n2C | -3.0 | 84.9*
13 | O=C(CN1C(=O)NC2(CCCCC2)C1=O)Nc1cc(C(F)(F)F)ccc1N1CCCCC1 | -0.9 | 15.1
14 | C=CCn1c(CCNC(=O)c2ccccc2F)nnc1SCC(=O)Nc1nc(C)cs1 | -2.1 | 3.2
15 | CC(C)NS(=O)(=O)c1ccc(NC(=S)NC(=O)c2cccc([N+](=O)[O-])c2)cc1 | . | 19.3
16 | COCCNC(=O)c1onc(CSc2ccc(F)c(F)c2)c1C(=O)NCCOC | -0.8 | 2.8
17 | Cc1ccc(S(=O)(=O)N(C)c2ccc(OCC(=O)OCC(=O)N(CC#N)c3ccccc3)cc2)cc1 | -0.6 | 16.6
18 | COc1nc(OC)nc(N2CCC(C(=O)NCc3ccc(F)cc3)CC2)n1 | -1.3 | 6.5
19 | CC1CCCCN1C(=O)CSc1nc2ccsc2c(=O)n1Cc1ccccn1 (stereo unspecified) | -1.7 | 24.8
20 | COCCNCCOc1ccccc1-c1ccccc1 | -0.1 | 10.4
21 | Cc1cccc(N2CCN(C(=O)c3ccc(NC4=NC5CS(=O)(=O)CC5S4)cc3)CC2C)c1 (stereo unspecified) | -2.4 | 6.6
22 | Cc1ccc(NS(=O)(=O)c2ccc(Cl)c(C(=O)Nc3ccccc3-c3nc4ccccc4[nH]3)c2)cc1C | -0.7 | 24.6
23 | CCN(C(=O)COC(=O)CCC(=O)c1cccs1)C1CCCCC1 | 0.0 | 3.2
24 | C/C(=N\NC(=O)CNC(=O)C1COc2ccccc2O1)c1ccco1 (stereo unspecified) | -0.7 | -12.7
25 | CC1CCCN(C(=O)CN2C(=O)c3ccccc3C2=O)C1 (stereo unspecified) | -0.6 | 19.6
26 | Cc1cccc(C(=O)N2CCN(C(=O)c3cccc(C)c3)C(C)C2)c1 (stereo unspecified) | 2.8 | 16.6
27 | O=C(C1CCC1)N1CCC(O)(c2cccc(F)c2)CC1 | -1.2 | 12.6
28 | N#CCSc1ccccc1NC(=O)COC(=O)Cc1c[nH]c2ccccc12 | . | 9.8
29 | O=C(CCCCCn1c(=S)[nH]c2ccccc2c1=O)N1CCOCC1 | -1.3 | 5.9
30 | COc1ccc(-c2csc(NC(=O)c3ccc(N4C(=O)CCC4=O)cc3)n2)cc1 | -0.5 | 1.3

Compound profiles (already shown):
Profile of O=Cc1ccccc1OCCCOc1cccc2cccnc12 = STK33 kinase inh = 0.6; OX1R FRET antag = 26.1
Profile of O=C(CCCCCn1c(=S)[nH]c2ccccc2c1=O)N1CCOCC1 = STK33 kinase inh = -1.3; OX1R FRET antag = 5.9
Profile of CC(=O)c1nn(-c2ccc(Cl)cc2)cc1C(=O)c1ccc(C)cc1 = STK33 kinase inh = -1.3; OX1R FRET antag = 11.1

Further structures follow.
no. | mol | STK33 kinase inh | OX1R FRET antag
31 | COc1ccccc1/C=C/C(=O)OCC(=O)NCc1ccc2c(c1)OCO2 | 1.2 | 3.5
32 | COC(=O)c1ccc(COC(=O)C2CCN(S(=O)(=O)c3ccccc3C(=O)OC)CC2)cc1 | -0.2 | 14.0
33 | O=C(NCc1ccco1)/C(=C/C=C\c1ccccc1)NC(=O)c1ccc(Br)o1 | -1.5 | 11.5
34 | O=[N+]([O-])c1ccc(C2(O)CN(c3ccccc3)C3=[N+]2CCS3)cc1 (stereo unspecified) | -0.7 | 33.5
35 | Cc1cccc(C)c1-n1cccc1/C=C1\SC(=S)N(c2cccc(C(=O)O)c2)C1=O | -1.0 | 54.6
36 | COC(=O)C1=C(C(=O)OC)[C@@H]2Nc3ccccc3[C@@]23C[C@@H](C(=O)OC)N(C(C)=O)C3=N1 | -4.2 | 9.1
37 | COc1ccc(NC(=O)CN2CCC(C(N)=O)(N3CCCCC3)CC2)c(OC)c1 | 0.4 | 13.9
38 | Cc1ccc(N2CCN(C(=S)c3ccc(N(C)C)cc3)CC2)cc1 | 0.1 | 15.8
39 | COc1ccc(CCNc2oc(Cc3cccc4ccccc34)nc2C#N)cc1OC | -1.6 | 27.5
40 | O=C(CCl)Nc1ccccc1C(=O)NCc1ccccc1 | 0.0 | 2.8
41 | CC(C)C(NC(=O)c1ccc(C(C)(C)C)cc1)C(=O)NCc1ccccn1 (stereo unspecified) | -1.1 | 5.8
42 | CCC(C)Sc1ccc(-c2nc3cc(C)ccn3c2NC2CCCCC2)cc1 (stereo unspecified) | . | 18.6
43 | CCOc1ccc(NC(=O)CN2C(=O)C3CC=CCC3C2=O)cc1 (stereo unspecified) | -0.3 | 13.8
44 | CCOc1ccc2[nH]c(C)c(CN3CCCCC3)c(=O)c2c1 | 0.2 | 6.7
45 | C/C(=N/N1CCN(c2ccccc2)CC1)c1cccc([N+](=O)[O-])c1 | -0.1 | 14.4
46 | CC1CCN(CC(=O)Nc2ccccc2C(=O)NC2CC2)CC1 | 0.6 | -2.2
47 | COc1cc(NC(=O)CCc2c(C)nc3nc(C)nn3c2C)cc(OC)c1 | -2.7 | 16.6
48 | CC(NS(=O)(=O)c1cccc(S(=O)(=O)c2ccccc2)c1)C(=O)O (stereo unspecified) | -0.7 | 6.1
49 | COC(=O)C1=CO[C@@H](O[C@@H]2O[C@H](CO)[C@@H](O)[C@H](O)[C@H]2O)C2C(CO)=CCC12 (stereo partly specified) | -2.0 | -3.0
50 | CCOc1cc(C2CC(=O)Nc3cc(C)c(C)cc32)ccc1O (stereo unspecified) | 1.0 | 13.2
51 | CS(=O)(=O)Cc1nc2ccccc2oc1=O | 0.4 | 18.7
52 | O=C(c1c(F)cccc1F)N(Cc1cccs1)C1CCCC1 | -0.9 | 9.6
53 | Cc1ccc(S(=O)(=O)N2C[C@@H]3[C@H]4CC[C@H](C4)[C@@H]3[C@@H](C)[C@H]2c2ccn(Cc3ccccc3)c2)cc1 | . | 3.0
54 | CCN(CC)S(=O)(=O)c1ccc2[nH]cc(C(=O)NCCc3ccccc3)c(=O)c2c1 | 0.2 | 11.7
55 | OCCNNC(=S)NC1CC2C=CC1C2 (stereo unspecified) | 0.4 | 0.7
56 | O=C1N=c2ccccc2=C1c1sc(=S)n(-c2ccc(O)cc2)c1O | -0.2 | 9.0
57 | COc1ccc(C(=O)Nc2n[nH]c(-c3ccncc3)n2)cc1 | 0.9 | 8.8
58 | COc1ccc(C(=O)Nc2nnc(Cc3cccs3)s2)cc1OC | -0.2 | 12.4
59 | CCN(CC)C(=O)CSc1nc(N)c2c3c(sc2n1)CC(C)CC3 (stereo unspecified) | -1.0 | 17.6
60 | Cc1ccc(S(=O)(=O)c2c(N)n(NC(=O)C3CC3)c3nc4ccccc4nc23)cc1 | 0.0 | 7.0
61 | COc1ccc(CCNC(=O)C(=O)NN=C2CCCCCCC2)cc1OC | 0.2 | 17.4
62 | CCOC(=O)N1CCN(Cc2nc(CC3CC3)no2)CC1 | -1.1 | -0.5
63 | COc1cc(/C=C2/C(=O)N(c3ccc(C)c(C)c3)N=C2C)cc([N+](=O)[O-])c1O | 3.8 | 12.7
64 | O=C(NC(=S)NC1CCS(=O)(=O)C1)c1cccc([N+](=O)[O-])c1 (stereo unspecified) | 1.0 | 26.5
65 | O=C(COC(=O)c1ccccc1Nc1ccccc1)NCc1ccccc1Cl | -2.4 | 17.4
66 | CN(C(=O)c1ccc2c(c1)C(=O)N(CCC1=CCCCC1)C2=O)C1CCCCC1 | -0.2 | 18.8
67 | C=CCOc1ccc(/C(O)=C2/C(=O)C(=O)N(CCCN3CCOCC3)C2c2ccccc2)cc1 (stereo unspecified) | -0.1 | 25.0
68 | COc1ccc(N=Cc2cc(Cl)ccc2O)cc1Cl | -0.8 | 5.9
69 | O=C(/C=C/c1ccccc1F)c1cccc([N+](=O)[O-])c1 | 0.1 | 15.5
70 | CCC(C)NC(=O)c1c(F)c(F)c(F)c(F)c1F (stereo unspecified) | -0.1 | 20.4
71 | O=C(NC1(C(F)(F)F)NC(=O)N(Cc2cccnc2)C1=O)c1ccncc1 (stereo unspecified) | 0.2 | 15.5
72 | COc1ccc(S(=O)(=O)N2CCC(C(=O)NCCC(=O)NCc3ccccc3OC)CC2)cc1 | -0.6 | 3.0
73 | COc1cc(S(=O)(=O)N2CCOCC2)c(OC)c(S(=O)(=O)N2CCOCC2)c1 | 0.7 | 17.7
74 | COC(=O)[C@@H]1C2CCC(C(=O)Nc3ccccc3)(CC2)[C@@H]1C(=O)OC | 0.0 | 17.0
75 | COc1ccc(CN(C(=O)CCC(=O)N2CCCCC2)c2nccs2)cc1OC | -0.9 | 23.9
76 | O=C(N[C@@H](Cc1ccccc1)C(=O)OCC(=O)N1CCOCC1)c1cccs1 | -1.1 | 9.9
77 | Cc1ccc(S(=O)(=O)N(C)C)cc1NC(=O)CCNC(=O)c1ccccc1Cl | -0.8 | 28.1
78 | O=C(CCNS(=O)(=O)c1cccc(Cl)c1)OCC(=O)N1CCN(C(=O)c2ccco2)CC1 | -1.8 | -1.1
79 | CCOC(=O)c1cc(CC)sc1NC(=O)c1cc(OCC)c(OCC)c(OCC)c1 | -1.7 | 4.4
80 | Cc1ccc(NCC(=O)c2ccc(C)cc2)cc1 | -0.4 | 0.3
81 | Cc1ccc(C(=O)N/C(=C\c2ccc(Cl)cc2)C(=O)NCCN2CCOCC2)cc1 | -0.6 | 24.5
82 | CCC(Oc1ccccc1)C(=O)Nc1nnc(C)s1 (stereo unspecified) | 0.6 | 16.1
83 | COc1ccc(N(CC(=O)N2CCN(C)CC2)S(=O)(=O)c2ccccc2)cc1OC | -2.8 | 17.5
84 | CCOc1cc(C2C3=C(CCCC3=O)NC3=C2C(=O)CCC3)ccc1OCCO | -1.3 | 23.6
85 | COCCNC(=O)/C(C#N)=C/c1c(N2CCCCCC2)nc2c(C)cccn2c1=O | 1.0 | 31.9
86 | O=C(NNC(=S)NC(=O)c1cccs1)c1cccnc1 | -2.0 | 12.7
87 | O=C(CCN1C(=O)/C(=C/c2ccccc2Cl)SC1=S)NNC(=O)c1cccnc1 | 0.0 | 20.4
88 | O=C(Nc1cccc(S(=O)(=O)Nc2ccc(Cl)cc2)c1)c1ccc2c(c1)OCCO2 | -0.4 | 24.7
89 | COc1ccc(CCCNC(=O)CC#N)cc1OC | -0.2 | -0.4
90 | Cc1cc(=O)[nH]c(Nc2ccc(N(C)C)cc2)n1 | -2.9 | 3.4

5 compounds drawn at random from the list so far, as already listed:
no. | mol | STK33 kinase inh | OX1R FRET antag
83 | COc1ccc(N(CC(=O)N2CCN(C)CC2)S(=O)(=O)c2ccccc2)cc1OC | -2.8 | 17.5
84 | CCOc1cc(C2C3=C(CCCC3=O)NC3=C2C(=O)CCC3)ccc1OCCO | -1.3 | 23.6
61 | COc1ccc(CCNC(=O)C(=O)NN=C2CCCCCCC2)cc1OC | 0.2 | 17.4
70 | CCC(C)NC(=O)c1c(F)c(F)c(F)c(F)c1F (stereo unspecified) | -0.1 | 20.4
80 | Cc1ccc(NCC(=O)c2ccc(C)cc2)cc1 | -0.4 | 0.3

Remaining list, next part:
no. | mol | STK33 kinase inh | OX1R FRET antag
91 | CCN1CCN(Cc2ccc(NC(=O)CC3Oc4ccc(C)cc4NC3=O)cc2)CC1 (stereo unspecified) | 2.0 | 27.1
92 | CCCCC(c1nnnn1CCOC)N1CCN(C)CC1 (stereo unspecified) | 1.1 | 16.0
93 | COc1ccc2nc(SCC(=O)N(C)C3CCCCC3)c(C#N)cc2c1 | -0.3 | 24.1
94 | C=CCn1c(SCC(=O)Nc2cc3oc4ccccc4c3cc2OC)nnc1-c1cnccn1 | -1.5 | 90.8*
95 | Cc1ccc(CN2C3=NCCN3c3ccccc32)cc1 | -1.5 | 9.8
96 | COC(=O)c1ccc(N(C(=O)c2ccco2)C(C(=O)NC2CCCC2)c2ccco2)cc1 (stereo unspecified) | 1.7 | 45.8
97 | COc1ccc(-c2cn(CCO)c(-c3ccncc3)n2)cc1 | 0.2 | 17.7
98 | CCOc1ccc(C2=C(C=C(C#N)C#N)C(c3ccccc3)c3ccccc3O2)cc1 (stereo unspecified) | -0.8 | 7.8
99 | O=C(/C=C/c1ccc(Cl)cc1Cl)Nc1cccc(S(=O)(=O)NC2=NCCCCC2)c1 | -0.8 | 9.9
100 | CSc1ccccc1N=CC1=C(O)CC(C)(C)CC1=O | 1.8 | 13.2
101 | COc1ccc(S(=O)(=O)N2CC3CCCN3c3cc(C(F)(F)F)ccc32)cc1 (stereo unspecified) | -1.6 | 9.0
